ASAP1 GAP inh: blocks human ASAP1-stimulated Arf1 GTP hydrolysis; GDP FP detection; Q9ULH1; AID 624377; 360,000 tested, 0.19% active; inhibition, % at 16.5 µM; in the data active = inhibition above about 25%;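 note: 0% = vehicle with enzyme and substrate and 100% = no enzyme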
ARFGAP1 inh: rat ARFGAP1 inhibition; 360,000 tested, 0.26% active; AID 651572; Arfgap1-stimulated ARF1 GTP hydrolysis, GDP FP detection; inhibition, % at 16.5 µM;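 active = inhibition above a per-plate limit, mean inhibition of low control wells plus 3 SD, cut at about 25% in these data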;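 note: 0% = DMSO wells with enzyme and 100% = wells lacking Arfgap1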
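Assay system: purified rat His6-Arfgap1 residues 1-136 (GAP domain); Reagent: human Δ17 ARF1 bound to GTP; Dosing: 16.5 µM single point, 1.26% DMSO; Times: GTP hydrolysis reaction 2 h at 25 °C; Signal: FP, GDP Alexa 633 tracer displaced from anti-GDP antibody, 620/688 nm; Measure: % inhibition from polarization.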
NPR2 activator: GC-B (human) receptor activation; activation, % at 10 µM; P20594; 370,000 tested, 0.11% active; HEK293-GC-B cells, CNP EC30, cGMP TR-FRET; 0% at EC30 CNP, 100% saturating CNP;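 active = activation at 10 µM reaching about 35% in either raw or pattern-adjusted values, limit read from the data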
PG9 binder: binds the HIV-1 gp120 antibody PG9; TR-FRET gp120-PG9 antibody binding; inhibition, % at 6.7 µM; 360,000 tested, 0.43% active; in the data active = inhibition above about 8.5%
ABHD4 inh: inhibitors of mouse ABHD4. Q8VD66. purified mABHD4, FP-Rh probe fluorescence polarization. inhibition, % at 8.92 µM. 370,000 tested, 0.54% active. AID 720543;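 active = inhibition exceeding the mean over every tested compound plus 3 SD, cut at about 30% in these data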;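 note: 0% = plate median of compound wells and 100% = S159A mutant with DMSO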
Target sequence (Q8VD66 whole entry, looked up): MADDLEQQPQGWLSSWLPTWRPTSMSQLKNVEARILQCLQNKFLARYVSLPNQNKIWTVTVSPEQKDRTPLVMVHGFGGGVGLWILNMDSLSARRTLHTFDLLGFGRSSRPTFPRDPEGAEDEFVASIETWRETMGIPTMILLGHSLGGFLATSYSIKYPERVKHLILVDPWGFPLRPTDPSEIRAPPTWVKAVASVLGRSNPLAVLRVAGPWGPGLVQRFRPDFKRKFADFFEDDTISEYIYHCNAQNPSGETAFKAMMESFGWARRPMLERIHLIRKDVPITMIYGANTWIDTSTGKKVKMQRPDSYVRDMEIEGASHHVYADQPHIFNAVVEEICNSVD
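Assay system: Wild-type mouse ABHD4 protein | Medium: HEPES pH 7.0 buffer, 150 mM NaCl, 0.01% Pluronic F-127 | Incubation: Enzyme–compound pre-incubation 45 min, then probe 60 min, both 25 °C | Technique: Fluorescence polarization with parallel and perpendicular emission, 525/598 nm | Evaluation: % inhibition of FP-Rh probe binding versus controls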
NR1D1 modulator: modulates human Rev-erb alpha binding to DNA | Rev-erbα–FITC-DNA binding, fluorescence polarization, 90 min | 370,000 tested, 0.79% active | AID 1259318 | P20393 | activity, % at 10 µM;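 active = activity above about 14%, limit read from the data; passing the limit was not always enough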;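 note: 0% = DMSO wells with 35 nM protein and 100% = DMSO wells with 750 nM protein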
rCAG binder: binds r(CAG) RNA repeats. r(CAG) RNA repeat, TO-PRO-1 dye displacement fluorescence. 370,000 tested, 1.3% active. inhibition, % at 3 µM. AID 651821;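 active = inhibition above the plate cutoff, the mean of all test compounds on that plate plus 3 SD, cut at about 35% in these data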;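 note: 0% = DMSO alone and 100% = 100 µM mitoxantrone as full dye displacement; higher means more dye released from RNA so lower well fluorescence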
SMARCA2 act: SMARCA2 function activation, primary screen; 370,000 tested, 1% active; AID 652017; MG213 cells, MMTV-luciferase reporter, dexamethasone, overnight; activation, % at 9.1 µM; in the data active = activation above about 7.8%;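 note: 0% = vehicle wells and 100% = reference activator wells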
NPR1 activator: GC-A (human) enzyme activation; AID 1671463; P16066; activation, % at 10 µM; 370,000 tested, 0.14% active; HEK293 GC-A cells, cGMP TR-FRET, EC30 ANP; 0% at EC30 ANP, 100% saturating ANP; in the data active = activation above about 40%
HTRA1 inhibitor: HTRA1 (human) protease inhibition; recombinant HTRA1, FP-rhodamine activity-based probe, fluorescence polarization; inhibition, % at 5.96 µM; 340,000 tested, 0.5% active; in the data active = inhibition above about 36%;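 note: 0% = enzyme with DMSO and 100% = wells lacking enzyme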
Target sequence (Q92743 whole entry, looked up): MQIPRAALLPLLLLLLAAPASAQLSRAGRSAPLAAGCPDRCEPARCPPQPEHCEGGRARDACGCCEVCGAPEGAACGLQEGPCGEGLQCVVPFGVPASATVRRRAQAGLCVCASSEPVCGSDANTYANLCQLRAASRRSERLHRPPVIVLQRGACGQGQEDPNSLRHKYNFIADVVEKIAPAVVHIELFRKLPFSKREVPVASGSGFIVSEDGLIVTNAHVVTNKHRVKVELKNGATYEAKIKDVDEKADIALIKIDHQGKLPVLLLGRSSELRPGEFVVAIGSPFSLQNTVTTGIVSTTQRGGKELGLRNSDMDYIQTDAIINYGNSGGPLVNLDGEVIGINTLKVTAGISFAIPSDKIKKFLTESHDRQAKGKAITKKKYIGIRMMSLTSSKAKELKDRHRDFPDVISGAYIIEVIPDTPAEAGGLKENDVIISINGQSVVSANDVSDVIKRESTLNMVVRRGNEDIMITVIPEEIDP
Starred values were filed as active, the others as inactive; x = no result given. Outcome played no part in choosing rows, and some 4.4% of all compounds hit somewhere here.

SMILES | ASAP1 GAP inh | ARFGAP1 inh | NPR2 activator | PG9 binder | ABHD4 inh | NR1D1 modulator | rCAG binder | SMARCA2 act | NPR1 activator | HTRA1 inhibitor
COc1ccc(CN2CCN(Cc3ccc4cc(F)ccc4n3)CC2CCO)c(C)c1C (configuration not stated) | 1 | 8 | 1 | -4.8 | 5 | -6 | -5 | 5 | 0 | 15
Cc1cc(N2CCCC2)ccc1NC(=O)CN1C(=O)NC2(CCCCC2)C1=O | 3 | -5 | 1 | -14 | 4 | -4 | 2 | -2 | -1 | 2
COc1ccc(CNC(=O)Nc2ccc3c(c2)c(=O)n(C)n3Cc2cccc(C(F)(F)F)c2)cc1 | 5 | 7 | 4 | -1.1 | 3 | 1 | 1 | 1 | 3 | x
CC1(C(=O)NS(=O)(=O)c2cccc(F)c2)CCN1C(=O)Cc1cccc2ccccc12 (configuration not stated) | -7 | -4 | -3 | -0.4 | 0 | 0 | 16 | -2 | 0 | x
CC(C)C[C@@H]1Cc2[nH][nH]c(=O)c2[C@H](c2ccc(Cl)cc2)O1 | -9 | 8 | 1 | -0.3 | 1 | 0 | 14 | -4 | -2 | x
COCCn1c(C)cc(C(=O)CSc2cc(C)c3ccc(OC)cc3n2)c1C | 3 | 1 | 3 | -1.3 | -6 | 4 | 4 | 4 | -3 | -28
CSc1nc(C)cc(SCC(=O)N/N=C/c2ccccc2)n1 | 1 | 4 | 3 | -0.5 | -8 | -1 | 0 | -3 | 1 | -2
O=[N+]([O-])c1ccc(N=Nc2ncc[nH]2)cc1 | -5 | 3 | 0 | -4.0 | -9 | 4 | -1 | 8.0* | -1 | -7
N#C/C(=C/c1cn(CC(=O)O)c2ccccc12)c1ccc(F)cc1 | -8 | -1 | 6 | -2.5 | 6 | 4 | 30 | 0 | 0 | -2
Cn1cc(S(=O)(=O)N2CCCC2)cc1C(=O)NCc1ccc(Cl)cc1 | 3 | -8 | -1 | -0.3 | -10 | -4 | 1 | -1 | 0 | -1
COc1ccc(S(=O)(=O)N2CCOCC2)cc1NC(=O)CN1C(=O)CN(C)C1=O | -4 | 7 | 2 | -2.9 | 0 | -6 | 6 | -1 | -2 | -3
CCN(CC)S(=O)(=O)c1cc(C(=O)OC(C)C(=O)NCc2ccco2)ccc1C (configuration not stated) | -3 | -1 | 2 | -0.4 | 1 | -3 | 1 | -1 | 0 | -1
Cc1ccc(/C(C#N)=C\c2ccc(N3CCOCC3)o2)cc1 | 10 | -9 | 1 | -1.3 | 4 | 4 | 15 | 9.1* | 3 | 2
Cc1ccc2nc(SCC(=O)Nc3cccc4ccccc34)nc(=O)n2c1 | 16 | 9 | -7 | -1.2 | 0 | 4 | 1 | -2 | -1 | -3
COC(=O)c1ccccc1NC(=O)Cn1ccnc1 | 5 | 2 | 2 | -0.8 | 5 | 3 | 1 | 0 | 5 | -1
CN(C)S(=O)(=O)Oc1ccsc1C(=O)Nc1ccccc1Cl | 3 | -9 | 3 | -0.3 | -4 | 3 | 2 | -3 | 0 | -12
CC(c1ccccc1)n1cc(C(=O)N2CCCC2)nn1 (configuration not stated) | x | x | 7 | x | 3 | -5 | -1 | 0 | 1 | x
CCCN1CCn2c3c(c4cc(Br)ccc42)CCCC31 (configuration not stated) | 2 | 4 | -4 | -3.2 | 0 | 1 | 1 | 1 | -6 | -4
COc1ccccc1NC(=O)COC(=O)/C=C/c1ccccc1[N+](=O)[O-] | -8 | 10 | 3 | -0.7 | -6 | -1 | -2 | -1 | -5 | 4
COc1cccc(C2C3=C(N=C4SCC(=O)N42)c2ccccc2CC3)c1OC (configuration not stated) | 1 | -6 | 1 | -1.3 | 0 | 5 | 10 | -4 | -4 | -2

3 compounds picked at random from the list so far, as already listed:
SMILES | ASAP1 GAP inh | ARFGAP1 inh | NPR2 activator | PG9 binder | ABHD4 inh | NR1D1 modulator | rCAG binder | SMARCA2 act | NPR1 activator | HTRA1 inhibitor
Cc1cc(N2CCCC2)ccc1NC(=O)CN1C(=O)NC2(CCCCC2)C1=O | 3 | -5 | 1 | -14 | 4 | -4 | 2 | -2 | -1 | 2
CC(c1ccccc1)n1cc(C(=O)N2CCCC2)nn1 (configuration not stated) | x | x | 7 | x | 3 | -5 | -1 | 0 | 1 | x
COc1cccc(C2C3=C(N=C4SCC(=O)N42)c2ccccc2CC3)c1OC (configuration not stated) | 1 | -6 | 1 | -1.3 | 0 | 5 | 10 | -4 | -4 | -2

Next part:
SMILES | ASAP1 GAP inh | ARFGAP1 inh | NPR2 activator | PG9 binder | ABHD4 inh | NR1D1 modulator | rCAG binder | SMARCA2 act | NPR1 activator | HTRA1 inhibitor
CC(=O)Oc1ccc2c(=O)c(Oc3ccccc3)c(C)oc2c1OC(C)=O | 0 | -6 | -1 | -1.3 | 42* | -3 | 6 | -1 | 2 | 34
COc1cc([N+](=O)[O-])ccc1NC(=O)CCCOc1ccc(C)cc1 | 11 | 7 | -1 | 2.0 | -5 | 0 | 0 | -1 | -1 | -13
COC(=O)c1ccc(N2CCN(CCNC(=O)Nc3ccc(OC)cc3)CC2)cc1 | 8 | 5 | 0 | -1.7 | -3 | -3 | -1 | 0 | -5 | 2
Cc1cc(/C=N/O)c(C)n1-c1ccccc1 | -11 | 1 | 7 | -1.9 | 1 | -3 | 4 | 0 | -2 | 17
COc1ccccc1CNC(=O)c1cc(S(=O)(=O)N2CCOCC2)cn1C | 5 | 6 | -3 | 0.7 | -4 | 3 | 2 | 0 | 1 | -2
C=CCn1c(SCc2n[nH]c(=S)n2-c2ccccc2)nnc1-c1ccccc1 | 3 | -1 | 5 | 1.9 | -4 | 2 | 1 | -4 | -6 | -1
C=CC[C@H](CC(=O)NCCO)C(=O)NC[C@@H](OC(=O)[C@@H](CC=C)Cc1ccc(F)cc1)c1ccccc1 | 2 | -14 | -11 | 0.2 | 2 | 2 | -10 | -2 | -4 | -8
CC(NC(=S)Nc1ccc(F)cc1)C(c1cccs1)N1CCOCC1 (configuration not stated) | -10 | 3 | 5 | -0.6 | 0 | -5 | 4 | 4 | 1 | -7
COc1ccc(CNC(=O)c2ccc(C)o2)cc1 | 7 | 8 | 2 | 0.8 | -14 | -1 | 5 | -3 | 5 | 3
OCc1nnn(-c2ccccc2)c1CO | 3 | -1 | 2 | -0.8 | 5 | -2 | 3 | 2 | 7 | -3
CCc1ccc(C(=O)CN2C(=O)NC3(CCc4ccccc43)C2=O)cc1 (configuration not stated) | -4 | -4 | -2 | 0.2 | 10 | -4 | 5 | -1 | -1 | -10
CCOc1ccc2nc(SCC(=O)NCc3ccc(S(N)(=O)=O)cc3)[nH]c2c1 | 8 | 2 | 3 | -3.4 | -2 | 0 | 3 | 0 | -2 | 5

With a hit mark in SMARCA2 act, of those listed so far:
Compound	ASAP1 GAP inh	ARFGAP1 inh	NPR2 activator	PG9 binder	ABHD4 inh	NR1D1 modulator	SMARCA2 act	NPR1 activator	HTRA1 inhibitor
O=[N+]([O-])c1ccc(N=Nc2ncc[nH]2)cc1	-5	3	0	-4.0	-9	4	8.0*	-1	-7
Cc1ccc(/C(C#N)=C\c2ccc(N3CCOCC3)o2)cc1	10	-9	1	-1.3	4	4	9.1*	3	2

Another view of two compounds above:
COc1ccccc1CNC(=O)c1cc(S(=O)(=O)N2CCOCC2)cn1C
  ASAP1 GAP inh: 5
  ARFGAP1 inh: 6
  NPR2 activator: -3
  PG9 binder: 0.7
  ABHD4 inh: -4
  NR1D1 modulator: 3
  rCAG binder: 2
  SMARCA2 act: 0
  NPR1 activator: 1
  HTRA1 inhibitor: -2

C=CCn1c(SCc2n[nH]c(=S)n2-c2ccccc2)nnc1-c1ccccc1
  ASAP1 GAP inh: 3
  ARFGAP1 inh: -1
  NPR2 activator: 5
  PG9 binder: 1.9
  ABHD4 inh: -4
  NR1D1 modulator: 2
  rCAG binder: 1
  SMARCA2 act: -4
  NPR1 activator: -6
  HTRA1 inhibitor: -1

Assay outcomes: PubChem, several laboratories
